dFosB act – mouse delta FosB homodimer activation; purified delta FosB, TAMRA-CDK5 oligo fluorescence polarization; percent of positive-control signal above neutral wells; 340,000 tested, 0.99% active; AID 493131; activation, % at 25 µM; P13346;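 active = mean activation above about 17%, with every replicate also reaching it, limit read from the data, passing the limit was not always enough; inconclusive = only one of the two conditions met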;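 also: fluorescence polarization rise as delta FosB binds a TAMRA Cdk5 AP-1 oligo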
HTR5A ag ctr – HTR5A agonism, opioid heterodimer counter-screen. P47898. HTR5A agonist assay, luminescence, cell-based. activation, % at 9.3 µM. 340,000 tested, 0.61% active; in the data active = activation mostly above about 9.5%, no sharp cut-off; inactive = mostly below about 7.6%;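 also: 0% = cells with vehicle only and 100% = reference agonist; strong numbers were not always called active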
CDK5 p35 inh – CDK5/p35 (human) kinase inhibition | Q00535+Q15078 | Recombinant CDK5/p35, ADP-Glo luminescence, 60 min | inhibition, % at 10 µM | 330,000 tested, 0.01% active | AID 488839;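 active = highest replicate inhibition of at least 50% and at least 75% of replicates reaching 50%; inconclusive = only one of the two criteria met; inactive = both criteria failed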;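 also: plate controls were DMSO neutral control for no effect and GW8510 at 10 µM for full effect; many of its hits are not listed in these tables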
Target sequence (Q00535 whole entry, looked up): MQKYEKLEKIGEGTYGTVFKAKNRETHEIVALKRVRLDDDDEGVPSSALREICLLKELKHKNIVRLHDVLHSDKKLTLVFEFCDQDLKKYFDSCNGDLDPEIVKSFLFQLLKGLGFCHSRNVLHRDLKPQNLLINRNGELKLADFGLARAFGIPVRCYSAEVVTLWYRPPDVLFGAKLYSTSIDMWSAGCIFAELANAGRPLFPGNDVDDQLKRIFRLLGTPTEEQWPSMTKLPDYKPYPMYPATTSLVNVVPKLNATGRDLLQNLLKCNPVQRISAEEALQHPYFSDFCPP
Target sequence (Q15078 whole entry, looked up): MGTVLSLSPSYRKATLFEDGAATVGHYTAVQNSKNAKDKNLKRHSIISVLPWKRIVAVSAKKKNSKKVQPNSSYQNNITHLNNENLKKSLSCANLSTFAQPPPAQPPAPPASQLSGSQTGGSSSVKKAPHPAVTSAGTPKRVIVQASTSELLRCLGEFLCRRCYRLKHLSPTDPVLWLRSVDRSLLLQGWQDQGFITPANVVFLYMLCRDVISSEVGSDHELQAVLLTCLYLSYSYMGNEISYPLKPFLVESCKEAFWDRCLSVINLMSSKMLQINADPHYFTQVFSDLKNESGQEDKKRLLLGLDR
SR-BI DiI-HDL act – SR-BI HDL lipid transfer activation; 320,000 tested, 0.096% active; CHO ldlA[mSR-BI] cells, DiI-HDL uptake fluorescence, 3 h; 100 = double the neutral-control signal; activation, % at 12.5 µM;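 active = mean replicate activation of at least 60% and every replicate at or above 60%; inconclusive = mean or all-replicate condition met, but not both; inactive = mean below 60% and not all replicates reaching 60%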;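 also: 0% = median plate neutral-control signal and 100% = twice that signal; values of inactives mirror those of a sister screen read the other way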
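system = CHO ldlA[mSR-BI] cells, LDL receptor-null, SR-BI overexpressing | medium = Ham's F12 with 0.5% BSA, HEPES 25 mM, pH 7.4 | probe or stimulus = DiI-HDL 10 µg/mL | compound dosing = single-point compound dose | incubation = compound exposure 3 h, 37 °C | technique = DiI fluorescence, bottom read | read-out = cell-associated DiI fluorescence as measure of HDL uptake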
PvdQ acylase – P. aeruginosa PvdQ acylase inhibition; purified PvdQ acylase, fluorescence plate reader; inhibition, % at 10 µM; 340,000 tested, 0.063% active; AID 488965; in the data active = inhibition above about 30%, passing the limit was not always enough; inconclusive = no clear call, values can overlap the other calls;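 also: 0% = vehicle neutral wells and 100% = reference inhibitor wells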
Rtt109 Vps75 – blocks Candida albicans Rtt109/Vps75 acetyltransferase activity; purified Rtt109/Vps75, ThioGlo CoA-SH fluorescence, 4 h; 330,000 tested, 0.16% active; Q5AAJ8; inhibition, % at 34.9 µM;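 active = inhibition of at least 50% in every replicate; inconclusive = best replicate reaches 50% inhibition but some replicates fall short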
Target sequence (Q5AAJ8 whole entry, looked up): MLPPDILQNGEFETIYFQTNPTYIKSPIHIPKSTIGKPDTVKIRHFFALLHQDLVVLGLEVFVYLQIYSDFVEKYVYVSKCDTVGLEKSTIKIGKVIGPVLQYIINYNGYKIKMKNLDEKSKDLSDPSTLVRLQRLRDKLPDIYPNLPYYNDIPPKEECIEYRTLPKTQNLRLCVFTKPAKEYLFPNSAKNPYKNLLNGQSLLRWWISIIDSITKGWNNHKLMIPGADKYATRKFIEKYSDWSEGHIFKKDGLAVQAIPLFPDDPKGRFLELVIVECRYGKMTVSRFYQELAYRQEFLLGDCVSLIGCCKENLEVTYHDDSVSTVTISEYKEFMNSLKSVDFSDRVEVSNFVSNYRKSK
Wnt act – Wnt/beta-catenin pathway activation | Wnt/beta-catenin reporter cell assay, activator, plate reader | AID 743398 | 300,000 tested, 1.2% active | activation, % at 9.35 µM; in the data active = activation above about 30%, passing the limit was not always enough; inconclusive = no clear call, values can overlap the other calls;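 also: 0% = neutral control wells and 100% = positive control wells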
RTF Ca sens act – cardiac RTF calcium sensitization; P19429+P45379; IANBD-labeled TnC RTF fluorescence at EC20 calcium; 0% EC20 calcium, 100% full calcium; activation, % at 7.2 µM; 340,000 tested, 0.24% active;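 active = activation above the mean over all tested compounds plus 3 SD, cut at about 30% in these data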;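 also: rise in fluorescence read as greater calcium sensitivity of cardiac thin filaments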
MITF TRPM1 HTS – activators of MITF-driven TRPM1 promoter activity in SK-MEL-5 cells | SK-MEL-5 TRPM1-promoter luciferase, 24 h; % of positive control, neutral wells = 0 | activation, % at 12.5 µM | 300,000 tested, 0.75% active;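 active = mean activation of at least 80% with every replicate also reaching 80%; inconclusive = mean reaches 80% but some replicate falls short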;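 also: 0% = neutral control wells and 100% = parthenolide positive control wells; values of inactives mirror those of a sister screen read the other way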
SR-BI DiI inh – blocks mouse SR-BI lipid uptake from DiI-HDL | Q61009 | ldlA[mSR-BI] CHO cells, DiI-HDL uptake fluorescence, 3 h | inhibition, % at 12.5 µM | 320,000 tested, 0.96% active;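 active = mean replicate inhibition of at least 70% and a set share of replicates each scoring 70 or more; inconclusive = meets just one of the two criteria; inactive = fails both criteria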;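 also: 0% = median of neutral control wells and 100% = median of positive control wells; values of inactives mirror those of a sister screen read the other way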
* hit, by the source's call; ? = inconclusive; · = not tested or not shown.

Start of the data: the first 2 compounds, ahead of the listing:
SMILES	dFosB act	HTR5A ag ctr	CDK5 p35 inh	SR-BI DiI-HDL act	PvdQ acylase	Rtt109 Vps75	Wnt act	RTF Ca sens act	MITF TRPM1 HTS	SR-BI DiI inh
O=C(O)CCSc1nnc(-c2ccccc2)n1-c1ccccc1	-2	2	-0.9	20	-5	-2	·	-7	-4	-20
CCCCNC(=O)CN1C(=O)NC2NC(=O)NC21 (stereo not given)	3	1	2.1	15	-12	-1	-3	0	·	-12

Results (from the top)
SMILES	dFosB act	HTR5A ag ctr	CDK5 p35 inh	SR-BI DiI-HDL act	PvdQ acylase	Rtt109 Vps75	Wnt act	RTF Ca sens act	MITF TRPM1 HTS	SR-BI DiI inh
O=C(O)CCSc1nnc(-c2ccccc2)n1-c1ccccc1	-2	2	-0.9	20	-5	-2	·	-7	-4	-20
CCCCNC(=O)CN1C(=O)NC2NC(=O)NC21 (stereo not given)	3	1	2.1	15	-12	-1	-3	0	·	-12
O=C(/C=C/c1cccc([N+](=O)[O-])c1)Nn1c(-c2ccccc2F)nc2ccccc2c1=O	1	-1	-1.1	9	-9	8	·	1	-13	-9
CCC[N+](C)(C)C(C)C(OC(C)=O)c1ccccc1 (stereo not given)	-1	-1	-0.6	9	-11	-10	2	-4	·	-9
c1ccc(Oc2cccc(OCCCCN3CCCC3)c2)cc1	-6	1	-3.7	12	-10	·	-3	-2	12	-12
Cc1cccc(OCCCC(=O)NC(C)c2ccccc2)c1 (stereo not given)	-1	-3	0.8	23	-20	3	·	-4	3	-23
O=C(NCC1CCCO1)c1cccc(S(=O)(=O)NCc2ccccc2)c1 (stereo not given)	-5	3	-1.2	·	-6	-9	0	3	5	·
O=C(OCCN1CCCCC1)C1(c2ccccc2)CCCC1	3	-3	0.0	-10	-2	-16	-4	5	1	10
COc1ccc(C(C(=O)NCc2ccccc2)N(Cc2cccnc2)C(=O)c2snc(C(N)=O)c2N)cc1OC (stereo not given)	-10	2	-1.0	6	-11	-2	-2	1	0	-6
O=[n+]1cc(-c2ccc(Cl)cc2)n([O-])c2c1CCCCC2	-6	5	-0.4	29	8	13	-3	-1	0	-29
O=C(N/N=C/c1cccs1)c1ccccn1	3	0	1.8	-5	-2	2	16	-1	42	5
CC(=O)Nc1ccc(S(=O)(=O)N(C)CC(=O)OCC(=O)c2cc(C)n(-c3ccc4c(c3)OCO4)c2C)cc1	7	2	0.7	21	-10	5	-2	-6	-3	-21
Cc1sc2nc(SCC(=O)Nc3ccc(S(=O)(=O)NCCCC(=O)O)cc3)[nH]c(=O)c2c1C	0	2	-0.1	17	-8	3	-2	4	-5	-17
Cc1ccc(NC(=O)CCN2C(=O)c3ccccc3S2(=O)=O)cc1C	-11	-1	1.7	0	-17	4	0	2	14	0
Fc1ccccc1/C=N/Nc1cc(N2CCCCC2)ncn1	-2	10	0.0	3	2	17	13	0	35	-3
O=C(O)c1cccc(NC(=O)c2ccc(N3C(=O)c4ccc(C(=O)Nc5cccc(C(=O)O)c5)cc4C3=O)cc2)c1	5	-7	-0.2	13	1	1	0	1	-2	-13
Cc1ccc(-c2nc(CSCC(=O)NCC3CCCO3)c(C)o2)cc1 (stereo not given)	-1	-4	-0.6	-3	-11	-12	-4	3	-5	3
Cc1ccc(C2OC(=O)C=C2c2ccccc2)cc1 (stereo not given)	-9	6	-0.3	15	-12	-5	2	7	-5	-15
Cc1ccc(CN(C(=O)c2ccc([N+](=O)[O-])cc2)C2CCS(=O)(=O)C2)o1 (stereo not given)	0	0	0.2	3	-10	-4	-3	-4	0	-3
COc1ccccc1NC(=S)N(CCc1nc2cc(C)c(C)cc2[nH]1)Cc1cccnc1	-10	0	-0.4	-9	7	-2	-4	3	0	9
CCCCc1nnc(NC(=O)CSc2nc(C)cc(=O)[nH]2)s1	1	2	0.5	-6	-8	-1	·	-1	-5	6
COC(=O)c1ccc(CSC2=NC[C@@H]3[C@@H]4C(=O)N(Cc5ccccc5)C(=O)[C@@H]4[C@](C)(C(=O)OC)N23)cc1	-9	-2	3.4	-13	-6	-1	-1	-5	2	13
CN(C)S(=O)(=O)n1cc(/C=C(\NC(=O)c2ccccc2)C(=O)NCCN2CCOCC2)c2ccccc21	-7	-1	·	33	-1	2	0	-2	-6	-33
O=C(O)c1ccccc1C(=O)OCc1ccccc1	3	-5	-1.5	·	-11	2	-4	-2	11	·
COc1ccc(C(=O)N/C(=C\c2cn(S(=O)(=O)N(C)C)c3ccccc23)C(=O)NCCN2CCOCC2)cc1	-12	-1	-1.4	9	-11	9	2	4	5	-9
Cc1ccc(NC(=O)Nc2cc(C(F)(F)F)c[nH]c2=O)cc1	0	2	1.3	-1	7	1	-1	-4	-2	1
Nc1cc(-c2ccc(Br)cc2)nc2cc(-c3ccccc3)nn12	1	1	2.2	-15	-3	0	1	6	16	15
O=C(CCS(=O)(=O)c1ccc2c(c1)NC(=O)CS2)NCc1ccccc1Cl	-9	2	2.8	-1	-16	-2	·	-3	-10	1
CCOc1ccc(-n2nnnc2SCC(=O)N2CCOCC2)cc1	7	6	-3.0	13	6	4	0	-2	-5	-13
Cn1cnc(S(=O)(=O)NC2CCN(Cc3c(F)cccc3Cl)CC2)c1	-8	4	0.3	35	0	-4	0	-5	1	-35
OC(CNCCNc1ncccc1C(F)(F)F)Cn1ccc2ccccc21 (stereo not given)	-10	11	-0.4	-7	-14	-1	-1	1	14	7
Oc1ccc(NCc2cccs2)cc1	-16	2	-0.5	3	-15	-7	5	-9	·	-3
CC(C)c1ccc(NC2CCCN(C(=O)CCn3cnnn3)C2)cc1 (stereo not given)	5	-3	-0.3	-14	6	13	2	-2	4	14
CC(=O)N1N=C(c2cccc([N+](=O)[O-])c2)OC1(C)c1cccs1 (stereo not given)	-2	-3	1.7	-28	-9	-2	3	-4	20	28
O=S(=O)(/N=C(/c1ccc(Cl)cc1)N1CCOCC1)c1ccc(Cl)cc1	-2	0	-0.1	10	-20	-35	·	0	-9	-10
O=C(COc1ccccc1)OCc1cc(-c2ccco2)on1	-1	2	0.9	34	4	3	-2	-1	2	-34
Cn1c(C(=O)OC(C(=O)NCc2ccco2)c2ccncc2)cc2sccc21 (stereo not given)	-5	7	2.0	-3	-5	4	·	8	3	3
Cc1ccc(-n2nnc(-c3nccs3)n2)cc1	1	-4	3.6	12	10	-15	-5	0	-56	-12
CN1CCN(CC(=O)Nc2nc3c(s2)CCCC3)CC1	-2	-4	-0.6	-5	0	·	2	-2	-7	5
Cc1ccc(-c2nnc(-c3ccc(NC(=O)c4cccs4)cc3)o2)cc1	-2	-6	0.7	-29	-7	·	-2	8	-72	29
Cc1cccc2cc3cccc(C)c3nc12	-3	1	-1.4	-6	-10	4	2	2	18	6
Cc1cc(C(=O)NNC(=S)NC(C)c2ccccc2)c2ccccc2n1 (stereo not given)	-9	3	1.4	-5	4	-4	-1	1	-7	5
CCOC(=O)c1ccc(S(=O)(=O)N2CCN(C3CC(=O)N(c4ccccc4C(F)(F)F)C3=O)CC2)cc1 (stereo not given)	-17	0	-2.0	20	-12	4	-1	-8	10	-20
Cc1ccc(CNC(=O)C(=O)NCC2CCCN2S(=O)(=O)c2cc(C)ccc2C)cc1 (stereo not given)	0	0	-0.8	0	-12	-5	-4	2	-6	0
CN(C)CCCNc1nc(-c2ccccc2)c2c(c1C#N)CC(C)(C)OC2	-7	-1	0.3	7	-3	1	3	-9	5	-7
CC(C)(C)c1cnnn1-c1ccc(-c2csc(N)n2)cc1	-8	1	-3.0	-4	1	-4	0	3	-1	4
Cc1cc(NC(=O)C2CC=CCC2C(=O)O)ccc1NC(=O)c1ccccc1 (stereo not given)	-2	-1	-3.8	15	-1	-4	0	1	-8	-15
Cc1ccc(S(=O)(=O)CCC(=O)Nc2ccccc2Br)cc1	1	2	-0.2	-3	3	6	0	-2	3	3
Cc1ccc(Cn2c(=N)n(CC(O)COc3ccccc3)c3ccccc32)cc1 (stereo not given)	2	-5	-0.9	-14	3	11	0	-4	6	14
C=CCN(c1cccc(C(F)(F)F)c1)S(=O)(=O)c1cccc(C(=O)OCC(=O)NC)c1	-13	2	0.8	-9	-11	-1	-7	3	2	9
COc1ccc(S(=O)(=O)N2CCN(CC(=O)Nc3ccccc3OC)CC2)cc1	-3	1	-0.3	12	9	14	-2	-5	0	-12
Cc1cc(C)c2oc(C(=O)Nc3nnc(C(C)C)s3)cc(=O)c2c1	-4	-1	0.5	12	3	3	-3	-3	4	-12
Cc1ccc(S(=O)(=O)N2CCCCC2CCNC(=O)C(=O)NCCc2ccco2)cc1 (stereo not given)	2	2	1.3	-3	-10	8	-3	-3	-30	3
COc1ccc2c(c1)C1(Nc3ccccc3C(=O)N1c1ccccc1)C(=O)N2 (stereo not given)	-7	-1	0.3	1	-10	-21	0	1	-5	-1
Cc1sc(N)nc1C12CC3CC(CC(C3)C1)C2	-4	2	-0.6	-11	1	-10	-4	3	6	11
COc1ccc(C(=O)O/N=C2\CCCc3nonc32)cc1	6	0	-0.8	44	-9	-1	·	-12	6	-44
Cc1nn(C)c(C(=O)Nc2ccc(Cl)c([N+](=O)[O-])c2)c1Cl	-1	4	-1.0	-39	-17	-5	-6	-2	8	39
COc1ccc(-n2nc(C(=O)NCC(=O)NC3CCCCCC3)c3ccccc3c2=O)c(OC)c1	-5	-5	-0.4	·	-6	-7	0	-1	17	·
COc1ccc(C(=O)N2CCC(C(=O)NCc3ccccn3)CC2)cc1	2	5	1.8	·	-13	-7	·	-3	0	·
C#CCNc1cc(-c2ccccc2)nc2ncnn12	-16	0	4.4	4	-10	1	7	-1	2	-4

Next part:
SMILES	dFosB act	HTR5A ag ctr	CDK5 p35 inh	SR-BI DiI-HDL act	PvdQ acylase	Rtt109 Vps75	Wnt act	RTF Ca sens act	MITF TRPM1 HTS	SR-BI DiI inh
O=C(Nc1nc(-c2ccc3c(c2)OCO3)cs1)C1COc2ccccc2O1 (stereo not given)	-9	1	-1.9	6	2	3	-3	3	·	-6
Cc1ccccc1Oc1nc2ccccn2c(=O)c1/C=C(\C#N)C(=O)Nc1c(C)n(C)n(-c2ccccc2)c1=O	-13	-1	-0.5	-9	-8	8	·	5	-8	9
Cc1c(S(=O)(=O)N2CCCC(C(=O)O)C2)cnn1C (stereo not given)	-3	0	-0.5	8	2	-4	0	-1	-9	-8
COc1ccc(NC(=O)c2ccc(COCC(F)(F)F)cc2)cc1OC	-9	1	0.0	-27	1	?	·	9	13	27
CCOC(=O)C(NC(C)=O)C(=O)Nc1ccc(C(C)C)cc1 (stereo not given)	-9	2	-0.6	18	17	15	1	0	-2	-18
COCCCNC(=O)CC1Oc2ccccc2NC1=O (stereo not given)	-3	7	1.8	-21	-4	2	1	-4	1	21
CN(C)Cc1c(-c2ccc(Cl)cc2)nc2ccccn12	-11	-2	0.3	11	-10	0	-3	2	62	-11

Screening data deposited in PubChem by several laboratories.
